# HCV core dimer: inhibitors of HCV core protein dimerization, primary screen, biochemical, TR-FRET, high-throughput; TR-FRET GST/Flag-core106 dimerization, 1536-well; inhibition, % at 5 µM; actives 0.33% (n = 300,000); AID 1899, 2009;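 active means inhibition above the mean of all tested compounds plus 3 SD, set per screening campaign, cut at about 45% in these data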
#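 System: GST-tagged and Flag-tagged HCV core protein residues 1-106 / Input: core106 proteins, GST 13.5 nM and Flag 17 nM / Buffer or medium: KF-containing HEPES buffer, pH 7.45, DTT, CHAPS, BSA / Probe or stimulus: Eu-anti-GST and XL665-anti-Flag labelled anti-tag antibodies / Schedule: 4 h, 22.5 °C incubation / Technique: TR-FRET 671 and 617 nm emission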
# PP5 primary: PP5 phosphatase inhibitors, primary screen, biochemical, fluorescence | inhibition, % at 6.7 µM | Serine/threonine-protein phosphatase 5 (Homo sapiens), P53041 | purified PP5c, OMFP substrate fluorescence | actives 0.18% (n = 320,000);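 active means inhibition above the campaign's mean inhibition across all tested compounds plus 3 SD, cut at about 9.5% in these data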;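 further: 0% = DMSO only and 100% = 100 µM cantharidin control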
# GASC-1 inh: inhibitors of GASC-1 histone demethylase, primary screen, biochemical, fluorescence, DELFIA europium; Lysine-specific demethylase 4C (Homo sapiens), Q9H3R0; GST-JMJD2C(1-420) H3K9me3 demethylation; inhibition, % at 2.35 µM; actives 0.069% (n = 330,000);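 active means more than half of a compound's replicate wells show inhibition beyond 50%, single wells judged on their own value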;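 further: signal counts dimethyl H3K9 product captured on neutravidin plate; 0% = median of DMSO wells and 100% = 0.3 times that DMSO median; strong numbers were not always called active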
# TPT1 inh: Candida albicans TPT1 enzyme inhibitors, primary screen, biochemical, fluorescence polarization. tRNA 2'-phosphotransferase TPT1 (Candida albicans SC5314). inhibition, % at 5 µM. recombinant caTPT1, FP RNA substrate dephosphorylation. actives 0.81% (n = 300,000);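 active means inhibition above the mean of all tested compounds plus 3 SD, set per screening campaign, cut at about 24% in these data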;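 further: plate controls were DMSO alone for no effect and ferristatin control at 100 nM for full effect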
# procasp3 activ: activators of human procaspase-3 D3A mutant, primary screen, biochemical, absorbance, PC-3 D3A mutant, single concentration; recombinant procaspase-3 D3A, Ac-DEVD-pNA absorbance 405 nm; activation, % at 8.5 µM; actives 0.11% (n = 330,000); AID 463141, 2010;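 active means activation above the mean of all tested compounds plus 3 SD, cut at about 21% in these data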;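 further: 0% = DMSO alone and 100% = DMSO wells spiked with extra 5 µM PC-3 D3A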
# Target sequence (P42574 whole entry D9A/D28A/D175A): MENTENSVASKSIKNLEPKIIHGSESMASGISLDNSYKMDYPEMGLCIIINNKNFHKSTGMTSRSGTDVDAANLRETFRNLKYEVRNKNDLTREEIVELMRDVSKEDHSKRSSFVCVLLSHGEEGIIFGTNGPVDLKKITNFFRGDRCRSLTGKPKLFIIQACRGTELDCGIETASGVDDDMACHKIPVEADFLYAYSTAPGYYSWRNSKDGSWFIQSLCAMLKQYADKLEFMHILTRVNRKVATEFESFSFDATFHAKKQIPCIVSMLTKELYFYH
#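 Compound: 8.5 µM single point, 0.8% DMSO / Material: Autoprocessing-dead procaspase-3 D3A mutant enzyme / Timing: 1 h preincubation plus 2 h reaction at 25 °C / Medium: Zinc-free HEPES/NaCl buffer with 0.01% Triton X-100 at pH 7.4 / Technique: 405 nm absorbance of p-nitroaniline, reads at 0 and 120 min / Repeats: one well per compound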
# CTSL1 counter: Fasciola hepatica cathepsin L1 inhibitors, primary screen, counter-screen for PFM18AAP inhibitor project, biochemical, QFRET, fluorogenic peptide substrate. recombinant F. hepatica cathepsin L1, Z-Leu-Arg-MCA fluorescence. inhibition, % at 5.96 µM. actives 0.49% (n = 300,000);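 active means inhibition above the mean of all tested compounds plus 3 SD, set per screening campaign, cut at about 17% in these data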;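 further: 0% = plate median of test compound wells and 100% = 1 µM Z-Phe-Ala-diazomethylketone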
# Efflux pump inh: inhibitors of Candida efflux pumps in yeast, primary screen, S. cerevisiae, Nile Red, multiplex; S. cerevisiae Candida pump triplex; inhibition, % at 10 µM; actives 0.44% (n = 330,000); AID 485275, 2010;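 active means plate passing quality check with inhibition over a set limit, or well fluorescence over plate mean plus 4 SD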;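 further: Nile Red retained in pooled yeast measured as flow cytometry median fluorescence; 0% = buffer negative control and 100% = Enniatin B positive control; higher means more Nile Red kept so more efflux inhibition; some compounds called inactive have numbers as strong as hits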
# procasp7 counter: procaspase-7 activators, primary screen, counter-screen for procaspase-3 activator project, biochemical, absorbance, HTS, human; Caspase-7 (Homo sapiens), P55210; recombinant procaspase-7, Ac-DEVD-pNA absorbance 405 nm; D23A/D198A/D206A triple mutant, cannot self-cleave; scale: DMSO 0, 5 µM enzyme 100; activation, % at 8.5 µM; actives 0.093% (n = 330,000);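 active means percent activation above the screen-wide mean plus 3 SD, cut at about 25% in these data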
# Target sequence (P55210 whole entry D23A/D198A/D206A): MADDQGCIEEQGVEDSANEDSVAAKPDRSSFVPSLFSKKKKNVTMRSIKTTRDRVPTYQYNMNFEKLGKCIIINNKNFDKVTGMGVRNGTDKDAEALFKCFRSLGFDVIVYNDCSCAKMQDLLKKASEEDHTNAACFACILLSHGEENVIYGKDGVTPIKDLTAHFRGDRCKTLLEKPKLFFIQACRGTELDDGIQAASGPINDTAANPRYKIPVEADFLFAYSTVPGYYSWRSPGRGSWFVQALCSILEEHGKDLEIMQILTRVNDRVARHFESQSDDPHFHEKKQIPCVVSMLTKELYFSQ
#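 Assay system: Uncleavable procaspase-7 mutant enzyme / Input: 2 µM procaspase-7 mutant as dispensed / Dosing: single nominal 8.5 µM compound dose, 0.8% DMSO final / Timing: 1 h enzyme–compound preincubation and 2 h substrate reaction, both 25 °C / Detection: p-Nitroaniline absorbance at 405 nm, read at 0 and 120 min / Replication: singlicate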
# PP1 inh: PP1-alpha phosphatase inhibitors, primary screen, counter-screen for PP5 inhibitor project, biochemical, fluorescence, OMFP substrate, single point; Serine/threonine-protein phosphatase PP1-alpha catalytic subunit (Homo sapiens), P62136; purified PP1alpha; inhibition, % at 6.7 µM; actives 0.9% (n = 320,000); AID 2235, 2010;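 active means inhibition above the mean inhibition of all tested compounds plus 3 SD, computed separately for each screening campaign, cut at about 15% in these data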
# Target sequence (P62136 whole entry, looked up): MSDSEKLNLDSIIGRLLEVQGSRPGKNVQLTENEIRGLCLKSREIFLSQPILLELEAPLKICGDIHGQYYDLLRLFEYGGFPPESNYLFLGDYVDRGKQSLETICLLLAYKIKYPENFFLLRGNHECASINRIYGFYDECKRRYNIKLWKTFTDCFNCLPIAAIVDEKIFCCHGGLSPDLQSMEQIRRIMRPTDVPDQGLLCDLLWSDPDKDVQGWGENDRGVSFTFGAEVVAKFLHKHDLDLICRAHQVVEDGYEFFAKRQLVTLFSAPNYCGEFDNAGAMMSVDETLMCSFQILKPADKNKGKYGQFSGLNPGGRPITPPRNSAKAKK
# Numbers without * were called inactive; / = no result given; & = joins results of further samples.
# Screens in order: HCV core dimer	PP5 primary	GASC-1 inh	TPT1 inh	procasp3 activ	CTSL1 counter	Efflux pump inh	procasp7 counter	PP1 inh
CCOC(=O)CCCCCC(=O)Nc1ccc2c(c1)CC(=O)N([C@H](C)CO)C[C@@H](C)[C@H](CN(C)Cc1ccc3c(c1)OCO3)O2
→ /	/	31	/	9	/	0.0	14	/
Cn1c(C2=C(O)CN(Cc3ccccc3)C2=N)[n+](C)c2ccccc21
→ -2	0.2	/	-3	2	5	-0.1	-3	-2
CC(Oc1cc(F)ccc1[N+](=O)[O-])C(=O)Nc1ccc(S(=O)(=O)N2CCCC2)cc1 (stereo not given)
→ 5	0.1	-4	-2	0	2	0.0	13	-3
Cc1cccc(C(=O)OCc2cc(=O)oc3c(C)c(C)ccc23)c1O
→ -11	-6.7	-27	-3	0	11	-0.5	-2	1
O=C(COc1ccc2ccccc2c1)N1CCN(C(=O)c2ccc([N+](=O)[O-])cc2)CC1
→ -1	1.2	2	2	0	-1	-0.1	-1	4
CCCSc1ccc([C@@H]2[C@@H]3C(=O)N(C)C(=O)[C@@H]3[C@]3(C(=O)OC)CCCN23)cc1OC
→ 7	-0.5	/	1	0	1	-0.2	-2	3
CCOC(=O)CN1C(=O)CSc2ccc(S(=O)(=O)N3CCCC3)cc21
→ -2	-1.5	-10	-1	2	-1	0.1	2	-7
COc1ccc(/C=C(\C#N)C(=O)c2c(C)[nH]c3ccccc23)cc1OC
→ -12	0.4	24	4	1	2	0.0	-5	4
CC1CCN(C(=O)C2CCC(C)(C(=O)O)C2(C)C)CC1 (stereo not given)
→ -12	-0.4	-3	-4	0	2	0.0	-3	1
CCOC(=O)C(=CNc1cccc(N)n1)C(=O)OCC
→ -2	0.7	-1	0	12	2	0.0	11	1
COc1ccc(/C=N/NC(=O)c2cccc(NC(C)=O)c2)c(OC)c1
→ -4	2.3	-6	0	-2	-4	0.1	-8	1
Cc1csc(N/N=C/c2ccccn2)n1
→ 11	2.9	-10	-1	-8	1	-0.1	-21	1
Cc1cccc(-n2nc3c(c2NC(=O)c2ccc(Br)o2)CSC3)c1C
→ 0	2.8	/	-1	-3	-1	0.2	-7	-1
O=C(Nc1ccc(N2CCOCC2)cc1N1CCOCC1)c1ccc([N+](=O)[O-])cc1Cl
→ -16	1.9	-4	9	2	-2	0.1	-6	-2
O=C1CN(c2ccc(Cl)cc2)C2(CCCCC2)S1
→ -9	2.6	-2	-2	10	-3	-0.1	9	2
Cc1noc2ncnc(Sc3ccc(Br)cc3)c12
→ 4	-0.7	6	-6	4	0	0.0	-3	-3
O=C(COC(=O)c1cc(S(=O)(=O)N2CCCCC2)ccc1Cl)NC1CCS(=O)(=O)C1 (stereo not given)
→ /	/	4	/	1	/	-0.2	-1	/
COc1cccc(CC(=O)Nc2ccccc2C(=O)N2CCOCC2)c1
→ -1	1.6	3	0	0	-2	0.8	6	0
COc1ccc(N2CCN(CCNS(=O)(=O)c3ccc(C)cc3)CC2)cc1
→ -4	-2.0	-6	2	-1	2	0.1	-2	1
NS(=O)(=O)c1ccc(CNC(=O)CSc2nc3ccc(Cl)cc3[nH]2)cc1
→ 1	3.2	5	1	-3	-3	-0.1	-2	0
c1ccc(Nc2nc(-c3ccncc3)cs2)nc1
→ 2	0.0	-13	-3	-4	3	0.0	4	-1
O=C(c1cccs1)N1CCN(Cc2cccnc2)CC1
→ 1	1.6	-40	1	-2	4	0.2	0	-1
CCN(CC)CCN1C(=O)C(=O)/C(=C(/O)c2c(C)[nH]c(C(=O)OC)c2C)C1c1ccccc1OC (stereo not given)
→ -3	0.9	-8&-4	7	-2	-1	0.2	10	-6
COc1ccccc1C(CNC(=O)c1cccc(S(=O)(=O)Nc2ccc(C)cc2)c1)N1CCCC1 (stereo not given)
→ -2	2.9	-19	2	8	-1	0.0	3	-3
Cc1ccc2nc(N/N=C/c3ccco3)cc(C)c2c1
→ -24	3.0	1	0	-10	-3	0.3	-19	-2
Cc1ccc(Nc2nc3ccccc3n3nnnc23)cc1
→ 0	-0.3	-4	6	4	10	-0.2	-3	-2
COc1ccc(S(=O)(=O)Nc2cccnc2)c(Cl)c1Cl
→ -1	0.5	136	-4	8	0	-0.1	1	2
O=C1c2ccccc2OC2(C=Cc3ccccc3O2)N1Cc1ccccc1 (stereo not given)
→ 5	1.0	-8	3	3	3	0.1	-2	2
CC(C)[C@H](NC(=O)OCc1ccccc1)C(=O)OCC(=O)NCCc1ccccc1
→ -2	1.8	1	2	2	-17	-0.2	-2	2
Cc1nnc(NC(=O)COc2ccc3c(C)cc(=O)oc3c2)s1
→ 79*	-0.3	2	1	-3	-2	0.0	8	0
CCOC(=O)c1cnc2ccccc2c1Nc1cccc(C(=O)O)c1
→ -5	-0.1	2	-1	6	2	-0.1	-5	0
C/C(=N\Nc1nccnc1Cl)c1ccc(O)cc1
→ 0	-1.2	6	0	-2	1	-0.1	6	-7
CCC(c1nnnn1C1CCCC1)N1CCN(c2cccc(OC)c2)CC1 (stereo not given)
→ 0	3.9	-10	-3	0	-2	0.4	-1	0
CCc1c(C)nc(SCC(=O)Nc2ccc3c(c2)OCCO3)[nH]c1=O
→ -2	-1.2	2	-2	-4	0	0.4	9	-3
Cc1cc(=O)nc2c3ccccc3n(CC(=O)Nc3ccccc3Br)n12
→ 5	1.0	0	13	-3	-1	0.0	-6	-6
Cc1cccc(Cn2c(Cc3ccccc3)nc3ccccc32)c1
→ -4	0.9	0	1	-14	-2	0.0	2	6
Cc1cc(C)c2nc(SCC(=O)Nc3cc(C)on3)c(C#N)cc2c1
→ -55	1.0	0	17	6	0	0.0	13	-3
CCc1cccc(C)c1NC(=O)C1CCCN1C(=O)NCc1ccccc1 (stereo not given)
→ -5	1.0	-17	2	-7	1	0.2	-1	-2
O=C(CSc1ncccn1)Nn1cnnc1
→ 0	0.5	-5	1	4	0	0.1	10	-8
COc1ccccc1NC(=O)CON=C(N)CC(=O)NC1CCCCC1
→ /	2.7	-7	/	4	/	0.0	3	2
CCCOC(=O)c1ccc(NC(=O)Cc2cccs2)cc1
→ 8	6.6	-1	3	1	-4	0.0	5	1
Cc1cc(=O)[nH]c2c1c(-c1ccccc1)nn2C
→ -5	-3.4	10	-1	7	5	0.1	9	-4
O=C(NC1CCCCC1)NC1CC2CCC(C1)N2C(=S)NCc1ccco1 (stereo not given)
→ -1	4.0	2	-1	2	4	-0.1	-4	-8
O=C(COC(=O)c1ccccc1Br)NCCN1C(=O)CSC1=O
→ 3	-2.5	-6	1	-3	-13	1.1*	-2	-7
CCc1ccc(OCC(=O)Nc2nnc(-c3ccco3)s2)cc1
→ -2	1.6	0	2	6	-2	0.1	1	1
O=C(CC1SC(N2CCCCC2)=NC1=O)Nc1cccc(C(=O)O)c1 (stereo not given)
→ -4	0.5	-4	-3	-13	0	-0.1	4	2
CCOC(=O)[C@H]1[C@H]2COc3ccc(Br)cc3[C@@H]2N2C(=O)c3c(C)cc(C)cc3NC(=O)[C@@]12C
→ /	/	19	/	0	/	-0.1	3	/
CC(NC(=O)CSc1ncccn1)c1ccc2c(c1)OCO2 (stereo not given)
→ /	/	-2	/	6	/	0.0	5	/
O=C(Nc1ccc(S(=O)(=O)N2CCCCC2)cc1)C1CCCCC1
→ -7	3.7	12	1	-1	-1	-0.2	1	2
CCOC(=O)c1cc(-c2ccc(F)cc2)n(CC(=O)Nc2nccs2)c1C
→ 6	0.4	15	-1	-10	3	-0.2	-6	6
O=C(NCc1ccccn1)C(=O)NCC1OCCCN1S(=O)(=O)c1cc(F)ccc1F (stereo not given)
→ -5	-2.1	-5	1	-2	-2	-0.3	0	-2
Cc1occc1C(=O)N1CCCC(Nc2ccc(F)cc2)C1 (stereo not given)
→ 2	0.8	-7	0	8	0	0.1	10	-2
COC(=O)c1ccc(C(=O)NC2CCCc3c2cnn3-c2ccccc2F)nc1 (stereo not given)
→ 0	-0.3	0	-3	2	-1	0.0	-1	-1
Cc1ccc(CC(=O)Nc2nccs2)cc1
→ -7	1.1	2	-1	-3	-1	0.3	-5	3
NC(=O)C1CCN(c2ccc([N+](=O)[O-])cc2Cl)CC1
→ -2	0.0	-2	1	-11	0	0.0	-14	-3
Cc1cc2ccccc2n1CCNCc1c(C(=O)N2CCOCC2)nc2ccccn12
→ -3	-0.5	5	-1	7	0	0.0	2	-2
COC(=O)c1[nH]c2c(c1C)C(=O)CC(c1ccc(C)cc1)C2 (stereo not given)
→ -3	2.1	-6	-3	2	-1	0.1	7	-2
NS(=O)(=O)c1ccc(N2N=C(c3ccccc3)CC2c2cccc(F)c2)cc1 (stereo not given)
→ 12	2.0	-6	-1	40*	2	0.3	67*	-2
Cc1ccc(-n2[nH]c(C)c(C=Nc3ccc(C)cn3)c2=O)cc1
→ -2	5.1	0	-2	8	5	0.0	-6	0
Cc1ccc(S(=O)(=O)N2CCC(NC(=O)c3cccc(F)c3)CC2)cc1
→ -4	3.0	4	0	-2	-9	0.2	-8	1

# Continuation:
# Screens in order: HCV core dimer	PP5 primary	GASC-1 inh	TPT1 inh	procasp3 activ	CTSL1 counter	Efflux pump inh	procasp7 counter	PP1 inh
COc1ccc(C(=S)N2CCC(C(N)=O)CC2)cc1Br
→ 0	3.5	-13	-4	3	-1	0.2	-5	-1
CC(C)CC1Nc2ncnc(N3CCN(c4ccccn4)CC3)c2N(Cc2ccc(Cl)cc2)C1=O (stereo not given)
→ /	/	-6	/	-6	/	0.1	14	/
CC1CCN(CCC(=O)Nc2ccc3c(c2)OCCO3)CC1
→ -4	-1.4	3	0	5	2	-0.1	8	3
Cn1c(CN2CCOCC2)nnc1SCC(N)=O
→ 2	0.8	-5	2	-3	-1	0.0	8	-6
C=C(C)CN(CC)C(=O)CN1C(=O)NC2(CCCc3ccccc32)C1=O (stereo not given)
→ -7	-0.6	37	-1	4	-2	-0.4	14	-1
COc1cccc(/C=N/N2C(=O)CSC2=S)c1O
→ -1	-1.2	-8	5	-12	1	0.1	-34	-2
